Screening data from PubChem.
Furin inhibitor: blocks human furin protease activity; AID 463115; P09958; inhibition, % at 30 µM; purified furin, fluorogenic substrate cleavage; actives 0.061% (n = 220,000); in the data active = inhibition above about 25%; also: inactives centre near -15
thrombin 1536: thrombin (human) inhibition | alpha-thrombin, Boc-VPR-AMC fluorogenic substrate cleavage | inhibition, % at 5 µM | actives 0.26% (n = 220,000) | AID 1046;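 active = inhibition at or above 40%; inactive = inhibition below 40%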;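 also: 0% = enzyme with no compound and 100% = wells without enzyme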
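Test system: human alpha-thrombin; medium: pH 7.5 Tris-saline with Tween 20; times: reaction at room temperature; signal: AMC fluorescence at 355 nm excitation and 460 nm emission; also added: Boc-VPR-AMC substrate, 15 µM final; dosing: one concentration per compound, 5 µM, with 0.2% DMSO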
TRPN1 ag: activates the zebrafish TRPN1 channel; actives 0.18% (n = 220,000); activation, % at 3 µM; AID 1424; HEK293 zebrafish TRPN1-YFP, Fluo-8 calcium fluorescence; 100% = response to 87 µM carbachol;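 active = activation above its plate's cutoff, the mean activation of test wells on that plate plus 3 SD, cut at about 19% in these data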;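 also: 0% = DMSO alone and 100% = 87 µM carbachol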
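System: zebrafish TRPN1-YFP in HEK293 cells / Dosing: 3 µM single point / Timing: dye loading 1 h at 37 °C, then 30 min room temperature / Signal: Fluo-8 calcium fluorescence, excitation 470-495 nm, emission 515-575 nm / Read-out basis: percent activation from peak over basal fluorescence ratio, control-normalized / Control set: high carbachol 87 µM, low DMSO alone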
EBV gp42 block: blocks Epstein-Barr virus glycoprotein 42 binding. Fluorescence polarization binding assay, mP read-out. Q1HVG2. inhibition, % (tested at 21.74 µM). actives 0.42% (n = 220,000); in the data active = inhibition above about 50%
TRPML3 ag: human mucolipin-3 channel agonism; Q8TDD5; activation, % at 3 µM; HEK293 TRPML3-YFP, Fluo-8 calcium fluorescence; 100% = the carbachol control signal; actives 0.29% (n = 220,000);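 active = activation above its plate's cutoff, the mean activation of the plate's test wells plus 3 SD, cut at about 12% in these data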;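 also: 0% = DMSO only wells and 100% = carbachol wells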
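Test system – HEK293 line with stable expression of human TRPML3-YFP channel · Control set – carbachol 87 µM final as high control (100%), DMSO as low control (0%) · Signal – Fluo-8 calcium dye fluorescence, ex 470-495, em 515-575 nm · Incubation – 1-h 37 °C dye load, 5-s basal, 120-s post-compound reads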
PPC-1+TRAIL kill: PPC-1 cancer cell killing with TRAIL present; PPC-1 cells + TRAIL, ATPLite viability luminescence; cell killing (% activity), % at 4 µM; actives 0.41% (n = 220,000);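 active = cell killing above 50% in the first pass at 4 µM, then a duplicate retest at 5 µM averaging 50% or more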;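 also: plate controls were cells with TRAIL plus DMSO for no effect and medium-only wells lacking cells for full effect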
Tb hexokinase: blocks Trypanosoma brucei hexokinase 1 activity | recombinant TbHK1, G6PDH-coupled NADH A340 | inhibition, % at 10 µM | actives 0.11% (n = 220,000) | AID 1430;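 active = inhibition of 50% or more in the single-dose primary screen; inactive = inhibition below 50%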
KCC2 mod: modulates chloride dependent transport by human KCC2 | Q9H2X9 | KCC2 cells, thallium flux FluoZin-2 fluorescence | B-score of Tl+ flux slope (higher = more flux/activation; lower = inhibition) at 10 µM | actives 2.2% (n = 190,000);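 active = thallium flux slope and its plate-corrected score both differing from the plate sample mean at a set confidence after two filtering rounds, in either direction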;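 also: slope of fluorescence scaled to starting intensity during 10 to 20 s after thallium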
Target sequence (Q9H2X9 whole entry, looked up): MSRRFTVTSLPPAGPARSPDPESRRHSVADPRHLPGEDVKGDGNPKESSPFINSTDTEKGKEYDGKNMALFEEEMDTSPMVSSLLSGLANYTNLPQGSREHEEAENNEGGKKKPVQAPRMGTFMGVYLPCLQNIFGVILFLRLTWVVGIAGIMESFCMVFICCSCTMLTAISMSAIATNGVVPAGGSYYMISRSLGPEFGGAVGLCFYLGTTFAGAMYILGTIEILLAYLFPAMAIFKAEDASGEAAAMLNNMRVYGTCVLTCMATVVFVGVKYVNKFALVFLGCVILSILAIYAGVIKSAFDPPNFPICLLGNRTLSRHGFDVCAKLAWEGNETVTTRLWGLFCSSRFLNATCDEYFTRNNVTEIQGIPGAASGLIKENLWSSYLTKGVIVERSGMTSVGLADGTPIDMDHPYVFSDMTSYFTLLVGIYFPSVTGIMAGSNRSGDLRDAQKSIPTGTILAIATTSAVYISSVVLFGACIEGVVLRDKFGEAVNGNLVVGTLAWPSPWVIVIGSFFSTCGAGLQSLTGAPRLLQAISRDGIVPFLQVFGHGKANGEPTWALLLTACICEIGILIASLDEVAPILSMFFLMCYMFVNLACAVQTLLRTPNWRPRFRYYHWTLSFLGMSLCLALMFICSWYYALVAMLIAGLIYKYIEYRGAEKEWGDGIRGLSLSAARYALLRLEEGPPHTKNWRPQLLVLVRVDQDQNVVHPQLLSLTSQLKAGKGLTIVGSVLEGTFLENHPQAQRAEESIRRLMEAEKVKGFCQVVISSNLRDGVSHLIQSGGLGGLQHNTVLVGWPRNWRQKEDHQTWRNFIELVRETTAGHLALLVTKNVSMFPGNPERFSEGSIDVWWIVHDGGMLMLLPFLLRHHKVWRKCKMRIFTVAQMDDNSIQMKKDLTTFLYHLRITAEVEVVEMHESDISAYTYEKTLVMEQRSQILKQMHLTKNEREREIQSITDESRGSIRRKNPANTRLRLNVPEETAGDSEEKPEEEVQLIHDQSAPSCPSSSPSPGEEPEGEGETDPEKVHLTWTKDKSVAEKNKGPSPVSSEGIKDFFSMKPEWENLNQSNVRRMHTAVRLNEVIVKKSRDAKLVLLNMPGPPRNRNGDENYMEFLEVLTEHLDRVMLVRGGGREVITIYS
Calpain2 inh: blocks pig calpain II enzyme activity; purified calpain II, fluorogenic peptide substrate, 30 min; inhibition, % at 16 µM; actives 0.37% (n = 220,000); AID 1236;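 active = inhibition above about 50%, limit read from the data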
* = called active by the depositor; i = inactive; nt = no result given; [ ] = another dose, or the depositor's remark.

compound	TRPML3 ag	TRPN1 ag	KCC2 mod	EBV gp42 block	Furin inhibitor	thrombin 1536	PPC-1+TRAIL kill	Tb hexokinase	Calpain2 inh
Cc1c(N=C2NN=C(c3c[nH]c4ccccc34)CS2)c(=O)n(-c2ccccc2)n1C	0.6	0.2	-1.3	-15	-8	-3	-12	-46	-25
COc1ccc(CNC(=O)CN(Cc2ccc(F)cc2)C(=O)c2csnn2)cc1	0.5	0.6	-0.78	12	-16	-5	12	1	-13
CCN(CCCNC(=O)CN(C)S(=O)(=O)c1cccc2nsnc12)c1ccccc1	0.8	0.3	nt	-5	-27	1	19	-10	15
Cc1ccc(C(=O)Cn2c(C(=O)/C=C/c3ccccc3)nc3ccccc32)cc1	0.1	1.3	1.6	-14	-3[20 µM]	6	21	-10	-190
COC(=O)c1c(C(=O)OC)c2cc(C(=O)c3ccccc3)ccn2c1Cl	2.0	1.0	-0.73	-8	-21[20 µM]	3	-12	-17	-6
O=C1c2ccccc2C(=O)N1CCc1csc(-c2cccc(Cl)c2)n1	0.4	-0.9	nt	1	-18[20 µM]	10	8	-3	59*
CCOC(=O)c1sc(=S)n(-c2ccccc2)c1C	-0.9	-1.6	-0.82	-5	-19	2	6	-51	-1
c1ccc(-c2c3ccccc3nc3[nH]c4ccccc4c23)cc1	0.3	-0.7	0.6	8	-19	-7	8	-2	-74
CCN(CC)c1ccc(NC(=O)Nc2ccc(C(C)=O)cc2)cc1	1.3	0.0	-0.37	-18	-24[20 µM]	4	-4	-1	0
CC1CCCCC1NC(=O)CSc1nncn1N (stereo not drawn)	0.6	1.6	0.22	-2	-18	-3	10	8	13
CCCC(=O)NNC(=O)Nc1ccccc1	0.1	-1.1	-0.87	-8	-26[20 µM]	1	9	-3	14
Cc1cc(F)ccc1NCc1cc2c(cc1[N+](=O)[O-])OCO2	0.6	-1.4	-1.1	1	-13[20 µM]	15	2	-3	13

Calpain2 inh: what is marked active above
SMILES | TRPML3 ag | KCC2 mod | EBV gp42 block | Furin inhibitor | thrombin 1536 | Tb hexokinase | Calpain2 inh
O=C1c2ccccc2C(=O)N1CCc1csc(-c2cccc(Cl)c2)n1 | 0.4 | nt | 1 | -18[20 µM] | 10 | -3 | 59*

(continued)
compound	TRPML3 ag	TRPN1 ag	KCC2 mod	EBV gp42 block	Furin inhibitor	thrombin 1536	PPC-1+TRAIL kill	Tb hexokinase	Calpain2 inh
COc1ccc(C(=O)NC(=S)Nc2ccc(CN3CCOCC3)cc2)cc1	2.8	3.4	0.3	-5	-25	-4	2	-8	-6
CCOc1nc(N2CCOCC2)nc(N2CCOCC2)n1	1.2	1.1	-0.29	6	-18	-11	-2	-5	-12
O=C(CN1C2CCCC1CC(NC(=O)c1ccco1)C2)Nc1ccccc1C(F)(F)F (stereo not drawn)	0.1	0.8	-2.3	-19	-15[20 µM]	6	-2	0	-10
COc1c(C)cc(C(=O)C2CCCN(C(=O)c3cc(C)nc(C)n3)C2)cc1C (stereo not drawn)	0.3	0.6	0.2	-8	-30	-6	nt	-3	-40
c1ccc2c(c1)ccc1ncccc12	0.2	1.1	-1.8	-21	-55	8	7	-1	-34
CNCc1c(OCc2ccc(F)cc2)ccc2ccccc12	0.1	-0.8	0.33	5	-24	3	17	-3	2
COc1cc(C)c(C)cc1S(=O)(=O)N1CCN(Cc2ccc3c(c2)OCO3)CC1	-0.2	-0.9	-0.64	-23	-17[20 µM]	-2	17	-5	-6
Cc1ccc(NC(=S)N2CCCN(Cc3ccc(F)cc3)C2)c(C)c1	0.3	-1.8	0.14	2	-22	-5	-10	6	-7
Cc1cc2nc(-c3ccc(SCC(=O)NC(C)C)nc3)[nH]c2cc1C	0.0	1.5	-0.72	-2	-115	-9	30	-33	i
CCOc1ccc(NC(=S)NC(=O)c2c(Cl)c(C)nn2C)c([N+](=O)[O-])c1	0.0	3.3	9.4*	-9	-16	-1	-4	-8	35
COc1ccc(CC(=O)Nc2ncc([N+](=O)[O-])s2)cc1OC	1.0	2.4	-0.13	-2	-11	-7	-13	1	27
CCn1ccnc1CNC(=O)c1cc(COc2ccc(F)cc2F)on1	0.9	0.5	nt	-12	-31	1	17	-2	-6
O=C(O)c1ccc(COc2ccccc2Cl)cc1	-0.1	-1.4	-1.3	-14	-29	1	21	3	-19
O=C(CNS(=O)(=O)c1ccccc1)Nc1ccc(C(F)(F)F)cc1	0.5	0.0	0.62	-5	-17[20 µM]	-6	33	3	-28
CC(=O)Nc1ccc(Oc2ccccc2)cc1	0.1	1.8	-0.12	-9	-18	-2	1	-5	-13
O=C(O)c1[nH]nc2c1COc1ccccc1-2	0.6	-0.9	0.91	-8	-25[20 µM]	-5	8	3	-11
Cn1c(=O)cc(OCC(=O)NCCC2=CCCCC2)c2ccccc21	0.0	-0.5	-0.57	3	-25	-2	15	-9	-21
O=C(CCNC(=O)c1ccccc1Cl)Nc1nnc(C2CC2)s1	0.9	-0.7	-0.15	-23	-18	-9	34	-1	-1
C/C(=N\Nc1ccc([N+](=O)[O-])cc1)c1ccc2c(c1)OCO2	1.2	1.5	0.075	-10	-25	-8	20	-14	-6
COc1ccc(N2CSC3=C(C#N)C(c4cc(OC)ccc4OC)CC(=O)N3C2)c(OC)c1 (stereo not drawn)	-0.3	0.3	-0.17	-31	-7	8	7	-10	-27
CCN(CC)CCn1c(=S)[nH]c2cc(C(=O)N3CC=C(c4ccccc4)CC3)ccc2c1=O	1.2	1.5	-1.2	-21	-34	7	15	1	-84
COC(=O)c1cc(OC)c(OC)cc1NC(=S)Nc1cccc(C(C)=O)c1	0.7	-0.7	0.2	-9	-11	6	19	-8	-5
CCOc1ccc(C(=O)CN2CCN(S(=O)(=O)c3ccc(F)cc3)CC2)cc1	2.2	4.2	-0.54	-9	-13	2	2	-2	12
O=S(=O)(N/N=C1\CC(c2ccccc2)Oc2ccccc21)c1ccccc1 (stereo not drawn)	-0.8	0.0	-0.59	-8	-12[20 µM]	2	-17	-3	30

Full records from above. Order of screens: TRPML3 ag, TRPN1 ag, KCC2 mod, EBV gp42 block, Furin inhibitor, thrombin 1536, PPC-1+TRAIL kill, Tb hexokinase, Calpain2 inh
Shown for `O=C(O)c1[nH]nc2c1COc1ccccc1-2` : 0.6, -0.9, 0.91, -8, -25[20 µM], -5, 8, 3, -11
Shown for `O=C(CNS(=O)(=O)c1ccccc1)Nc1ccc(C(F)(F)F)cc1` : 0.5, 0.0, 0.62, -5, -17[20 µM], -6, 33, 3, -28

Carrying on.
compound	TRPML3 ag	TRPN1 ag	KCC2 mod	EBV gp42 block	Furin inhibitor	thrombin 1536	PPC-1+TRAIL kill	Tb hexokinase	Calpain2 inh
Cc1ccc(S(=O)(=O)N(C)C)cc1NC(=O)CCc1c[nH]c2ccccc12	0.5	0.5	-0.74	-5	-20	0	2	2	14
CC(=O)Nc1ccc(S(=O)(=O)NCC(=O)OCC(=O)NC23CC4CC(CC(C4)C2)C3)cc1	0.1	1.3	0.62	-10	-8	-16	5	34	19
CC1(C)OC(=O)N(c2ccccc2)C12C=Cc1c(ccc3ccccc13)O2 (stereo not drawn)	-0.7	-0.8	-2	-5	-16[20 µM]	-1	16	-1	-1
CCOC(=O)N1CCN(CC(=O)c2c(C)[nH]c3ccccc23)CC1	0.8	-1.3	-0.23	-2	-20	5	13	-1	-23
Cc1ccc(SCc2cc(=O)[nH]c(/N=C(\N)Nc3cccc4ccccc34)n2)cc1	0.6	-0.4	0.42	-20	-36	-6	24	-1	-10
Cn1c(NCCCN2CCOCC2)nc2c1c(=O)n(Cc1ccc(Cl)c(Cl)c1)c(=O)n2C	1.6	1.3	nt	-11	-10	-2	30	-25	-65
CCC(=O)Nc1nnc(/C=C/c2ccc(OC)cc2)s1	1.2	1.2	-0.095	0	-4	-5	4	-17	-29
O=C(Nc1nnc(-c2ccncc2)o1)c1ccc(Br)s1	0.9	-0.1	4.6*	-12	-23	3	8	-30	36
COc1ccc(C(C#N)(CCC#N)CCC#N)cc1OC	0.5	1.1	nt	-19	-16	4	-25	5	-4
Cc1nc2nc(-c3ccccc3)[nH]n2c(=O)c1C	1.0	0.6	-0.1	10	-17[20 µM]	0	19	-6	-21
CC(C)=CCCC(C)CN(C)CCc1ccccn1 (stereo not drawn)	0.8	-0.4	-0.16	-23	-9	-18	9	0	-26
Cc1ccc(C(=O)OCC(=O)N2CCc3ccccc32)cc1	0.0	-0.5	-1.1	-18	-8[20 µM]	3	25	1	-1
CC12CN3CC(C)(CN(C1)C3c1ccc3c(c1)OCO3)C2O (stereo not drawn)	0.0	-0.3	0.57	-21	-11	-4	0	-9	9
Cc1cc(=O)oc2c1c(C)nn2-c1nn[nH]n1	0.5	0.1	-1	-18	-14[20 µM]	3	10	-2	-37
CN(/N=C\c1ccc(O)c(O)c1)c1nc(-c2ccccc2)cc(-c2ccccc2)n1	0.1	0.4	1.1	15	-18	1	19	-17	-67
Cc1ccc(S(=O)(=O)Nc2ccncc2)c(C)c1N(C)S(=O)(=O)c1ccc(Cl)cc1	0.7	-0.7	1.1	-8	-15	-3	8	25	-4
O=C(NCC1CCCO1)C(c1cccs1)N(Cc1cccs1)C(=O)c1ccc(-c2ccccc2)[nH]1 (stereo not drawn)	0.3	2.1	-3.3	-35	6	1	11	27	-26
Cc1ccc(N2C(=O)C(c3c(C)[nH]n(-c4ccccc4)c3=O)(C(F)(F)F)C3=C2CC(C)(C)CC3=O)cc1 (stereo not drawn)	1.2	-0.2	-0.032	-25	-3[20 µM]	5	2	-7	-9
COc1ccc(/C=C(/C#N)C(=O)Nc2cccc([N+](=O)[O-])c2)cc1C(=O)O	-0.6	-1.0	-0.037	-22	-7	-1	-19	-35	-6
COc1ccccc1C1(CC(=O)N2CCOCC2)CCOC(C(C)C)C1 (stereo not drawn)	0.5	-1.2	0.17	-4	-16[20 µM]	1	10	1	-47
CCCCN(Cc1cc2ccccc2[nH]c1=O)C(=O)c1ccccn1	0.8	1.4	0.15	-20	-14[20 µM]	3	12	-11	-11
O=C1CC(c2ccsc2)Sc2ccccc2N1 (stereo not drawn)	0.1	0.1	0.48	-4	-14	3	3	-10	3
CC1CC(C)(C)NC(=S)N1CC(=O)NCc1ccc(F)cc1 (stereo not drawn)	0.7	-0.2	0.047	-4	-21	-10	-4	-5	1
COC(=O)c1ccc(COC(=O)CCC(=O)c2cccs2)cc1	-0.5	-0.8	-1.2	-11	-29	-1	-2	3	10
CN(C)S(=O)(=O)c1cccc(NC(=O)CSc2nc3ccccc3[nH]2)c1	3.6	5.6	-0.64	1	-26	-4	-2	5	-8
CSc1nnc(-c2ccc(C(F)(F)F)cn2)o1	0.9	2.6	-0.29	-2	-34	-2	-7	-4	-20
COc1ccc(C(=O)C2CCCN(Cc3cnc(N4CCCC4)s3)C2)cc1OC (stereo not drawn)	0.9	-0.2	nt	-4	-17	-6	3	-14	4
O=C(c1ccc(Cl)cc1)N1CCN(c2ccnc3cc(Cl)ccc23)CC1	-0.2	0.4	-1.1	4	3	-3	25	-10	2
O=C(O)C1=C(OCc2ccc(F)c(F)c2)C(=O)NCC1	0.9	-1.1	-0.039	-8	-19	3	17	-1	-6
CSc1cccc(NC(N)=O)c1	0.4	-0.7	-0.23	-16	-13	0	-4	-2	-14
